Screening results as filed in PubChem BioAssay.
E coli Lon inh – E. coli protease La inhibition | purified E. coli Lon protease, fluorescence polarization | inhibition, % at 7.94 µM | hit rate 0.42% among 360,000 | AID 602123; in the data active = inhibition above about 13%, passing the limit was not always enough;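 note: 0% = enzyme with probe and DMSO and 100% = no enzyme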
SKN-1 block – C. elegans SKN-1 inhibition. C. elegans VP596 Pgst-4::GFP/RFP ratio, acrylamide-induced, 24 h. inhibition, % at 21.8 µM. hit rate 0.49% among 360,000;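 active = interference check ratio from 0.5 to 1.5 plus GFP to RFP signal ratio inhibition reaching or exceeding a fixed threshold, cut at about 30% in these data, passing the limit was not always enough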; note: some compounds called inactive have numbers as strong as hits
MT1-MMP act inh – blocks activation of human MT1-MMP | HT1080 RFP-PRO-GFP cells, GFP/RFP ratio fluorescence, overnight; percent of plate control window, DMSO zero | GFP/RFP ratio change, % at 20 µM | AID 651647 | hit rate 0.061% among 360,000;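 active = GFP/RFP ratio change of at least 30% with cell ATP level not reduced by more than half and red fluorescence within 50% of control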; note: strong numbers were not always called active
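Material – HT1080 RFP-PRO-GFP cells · Control set – DMSO wells and RFP-L50D-GFP cells · Incubation – overnight cell settling, then overnight compound exposure, 37 °C, 5% CO2 · Compound dosing – single-point 20 µM compound, 1% DMSO · Read-out – GFP/RFP fluorescence ratio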
FAS-TE inh – blocks the thioesterase domain of human fatty acid synthase | P49327 | recombinant FAS-TE, OMFH fluorogenic substrate, fluorescence endpoint | inhibition, % at 15 µM | hit rate 0.67% among 360,000;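 active = compounds whose normalised, plate-corrected inhibition of enzyme fluorescence in the single-dose primary screen is 50% or more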;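 note: 0% = DMSO with enzyme and 100% = substrate without enzyme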
MsrA inh – inhibits bovine methionine sulfoxide reductase A. purified bovine MsrA, absorbance read-out. hit rate 0.75% among 360,000. inhibition, % at 15.5 µM; in the data active = inhibition above about 4.5%;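 note: 0% = vehicle wells with enzyme and 100% = reference inhibitor wells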
NRP1-CendR mod – modulators of CendR peptide binding to human neuropilin-1. O14786. FAM-RPARPAR peptide binding to NRP-1, fluorescence polarization. inhibition, % at 25 µM. hit rate 0.85% among 360,000. AID 602438;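 active = inhibition or corrected inhibition above about 18%, plus a signal ratio from 0.5 to 1.5, limit read from the data, passing the limit was not always enough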; note: strong numbers were not always called active
Rin1-Abl PPI inh – human Rin1-Abl interaction inhibition; hit rate 0.4% among 360,000; inhibition, % at 7.35 µM; P00519+Q13671; AID 588664; TR-FRET Rin1/Abl binding, biochemical; in the data active = inhibition above about 5%, passing the limit was not always enough
Neddylation inh – blocks human cullin neddylation. P61081+Q13564. calls only at 25 µM. TR-FRET cullin neddylation, biochemical. hit rate 0.58% among 360,000; in the data active = inhibition above about 36%
Target sequence (P61081 whole entry, looked up): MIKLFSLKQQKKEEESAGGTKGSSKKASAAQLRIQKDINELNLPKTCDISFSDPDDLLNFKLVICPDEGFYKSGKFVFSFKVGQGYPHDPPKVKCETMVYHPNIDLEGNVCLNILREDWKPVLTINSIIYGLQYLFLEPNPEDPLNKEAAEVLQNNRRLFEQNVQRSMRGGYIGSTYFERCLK
Target sequence (Q13564 whole entry, looked up): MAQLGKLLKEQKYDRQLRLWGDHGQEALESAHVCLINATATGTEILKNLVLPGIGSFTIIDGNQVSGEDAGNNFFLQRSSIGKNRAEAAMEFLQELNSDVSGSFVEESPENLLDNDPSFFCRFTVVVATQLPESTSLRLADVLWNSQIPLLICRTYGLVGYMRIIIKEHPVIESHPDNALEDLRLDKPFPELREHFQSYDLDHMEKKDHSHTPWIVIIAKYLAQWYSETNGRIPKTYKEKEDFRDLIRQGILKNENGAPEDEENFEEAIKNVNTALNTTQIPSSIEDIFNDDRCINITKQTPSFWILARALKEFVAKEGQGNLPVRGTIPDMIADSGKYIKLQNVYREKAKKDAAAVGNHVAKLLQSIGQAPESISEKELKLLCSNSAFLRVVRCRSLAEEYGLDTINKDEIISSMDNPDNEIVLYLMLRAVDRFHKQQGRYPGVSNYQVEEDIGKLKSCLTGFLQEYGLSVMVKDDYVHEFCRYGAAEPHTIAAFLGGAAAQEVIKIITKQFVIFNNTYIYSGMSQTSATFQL
MsrA act – bovine methionine sulfoxide reductase A activation; purified bovine MsrA, absorbance read-out; activation, % at 10.6 µM; hit rate 0.3% among 360,000; in the data active = activation above about 7.5%;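 note: 0% = vehicle and 100% = reference activator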
* = called active by the depositor; i = inactive; / = not tested or not shown. Some of the compounds tested; rates above refer to the full screens.

Sequence of screens – E coli Lon inh, SKN-1 block, MT1-MMP act inh, FAS-TE inh, MsrA inh, NRP1-CendR mod, Rin1-Abl PPI inh, Neddylation inh, MsrA act
(1) Cc1ccc(-n2c(O)c(C=Nc3ccccc3N)c(=O)[nH]c2=O)cc1C
 : -10, 25, 1, -4, 3.4, -7, 0, i, -5
(2) CCCCn1c(=O)c(C(=O)Nc2cccc(C)c2)c(O)c2ccccc21
 : -10, -3, -1, 26, -0.8, -14, -3, /, -3
(3) COC(=O)C1=C(c2ccc(F)cc2OCc2ccccc2)C[C@@H]2CC[C@H]1N2C(=O)NC1Cc2ccccc2C1
 : 4, 2, -2, 31, -0.1, 2, 2, i, -6
(4) Cc1nn(Cc2ccccc2)c(Cl)c1C(=O)OCC(=O)Nc1cccc2ccccc12
 : -9, -8, -1, 1, -0.5, -12, 0, i, -2
(5) C[C@@H]1CC[C@H]2[C@@H](C)C(=O)O[C@@H]3O[C@@]4(C)CC[C@@H]1[C@]32OO4
 : -5, -14, 3, -1, -0.2, -2, 1, i, -3
(6) CCOC(=O)[C@]12Cc3ccccc3[C@H]1N(Cc1ccccc1)C(=O)c1cc(F)c(F)cc12
 : 1, 16, -4, 21, 1.5, 2, /, i, -9
(7) Fc1c(F)c(F)c(N2CCNCC2)c(F)c1F
 : -6, -3, -1, -6, 0.2, 4, -2, i, -3
(8) CC(N)Cc1cn(Cc2ccccc2)c2ccccc12 (stereo unspecified)
 : -2, 4, -5, -4, -0.1, -2, -1, i, -4
(9) O=C(Nc1ccc(Cl)cc1C(=O)c1ccccc1)c1ccco1
 : -3, -3, 2, 16, 2.8, -7, 4, i, -10
(10) CCN(CC)CC(O)c1ccc(C2CCCC2)cc1 (stereo unspecified)
 : -3, 6, 4, -14, 1.0, 3, 1, i, -1
(11) CC(C)CN1Cc2cc(-c3ccccc3)ccc2-n2nncc2C1
 : 7, 9, 2, 3, -0.9, 7, 3, /, -8
(12) COC(=O)C1=C(c2ccc(OCc3ccccc3)cc2)C[C@@H]2CC[C@H]1N2C(=O)NCCN1CCOCC1
 : 10, 9, 2, -10, -1.1, 14, 1, i, -7
(13) CCOc1ccccc1N=C1SCCCN1C
 : -2, 15, -3, -7, 0.6, 3, -3, i, -3
(14) CC1(C)C2CC=C(CN3CCOCC3)C1C2 (stereo unspecified)
 : -4, 11, 0, -4, -0.3, -9, 0, i, -4
(15) C[C@]12CC[C@H](O)CC1=CCC1C2CC[C@@]2(C)C1C[C@@H](O)[C@@H]2O (stereo partly specified)
 : 1, 7, 1, -4, -0.5, 1, 2, i, -5
(16) COc1ccc2c(c1)c(C(=O)O)c(C)n2C(C)C
 : 3, 5, -7, -7, -0.4, 15, -1, i, -5
(17) Cc1ncc(CN2CCCC(C(=O)c3cccc(OC(C)C)c3)C2)s1 (stereo unspecified)
 : -1, 6, 3, -6, -0.1, 5, -1, i, -2
(18) Cc1ccc(N/N=C/c2c(O)n(-c3ccccc3)c(=O)[nH]c2=O)cc1
 : -3, 7, 0, -5, 0.5, 2, -4, i, -3
(19) Cc1nn(Cc2ccc(Cl)cc2Cl)c(Cl)c1C(=O)O
 : -6, -7, 5, -8, -1.1, -4, -1, i, -9
(20) CCOC(=O)[C@]12Cc3cc(C)ccc3[C@H]1N(C1CCCCC1)C(=O)c1cc(OC)ccc12
 : 5, 5, -25, 85*, 0.7, 1, /, i, -1
(21) CCOC(=O)[C@]12Cc3cc(Cl)ccc3[C@H]1N(C1CCCCC1)C(=O)c1ccccc12
 : -8, 2, -13, 77*, /, 11, /, i, -3
(22) COc1ccc2c(c1)C(c1ccc(N(CCCl)CCCl)cc1)=NCC2
 : 0, 3, -3, 26, 0.5, -14, -13, i, 1
(23) Clc1ccc2nc3c(c(-c4ccccc4)c2c1)CNCC3
 : -5, 2, -4, -12, -0.4, 10, -5, i, -2
(24) Cn1c(=O)cc(OCC(=O)N2CCN(C3CCCCC3)CC2)c2ccccc21
 : -4, -4, 0, -4, 0.7, 5, 0, i, -3
(25) O=C1NCCN2CCCC12 (stereo unspecified)
 : -8, 20, 5, -2, -1.3, 3, -1, i, 0
(26) CCC(C)N1C(=O)/C(=C\c2cc3c4c(c2)CCCN4CCC3)C(=O)NC1=S (stereo unspecified)
 : -32, 31, -9, -4, 2.3, -88, -3, i, -2
(27) O=c1[nH]c(=S)n(CCC2=CCCCC2)c(O)c1/C=N/N1CCOCC1
 : -11, 6, -2, -1, 1.6, -19, 2, i, 1
(28) CCN(CC)P(=O)(c1nccn1C)N(CC)CC
 : -6, -11, 0, -8, -0.2, 2, 3, i, -9
(29) c1ccc(CCNC2CCCCCC2)cc1
 : -10, 11, -3, -2, 0.5, 4, 1, i, 1
(30) Cn1cc(C(=O)NP(=O)(N2CCOCC2)N2CCOCC2)c2ccccc21
 : -6, 9, 2, -7, -0.1, 0, 3, i, -1

Rewritten field by field: part of the list above
[8] CC(N)Cc1cn(Cc2ccccc2)c2ccccc12 (stereo unspecified)
  E coli Lon inh: -2; SKN-1 block: 4; MT1-MMP act inh: -5; FAS-TE inh: -4; MsrA inh: -0.1; NRP1-CendR mod: -2; Rin1-Abl PPI inh: -1; Neddylation inh: i; MsrA act: -4
[9] O=C(Nc1ccc(Cl)cc1C(=O)c1ccccc1)c1ccco1
  E coli Lon inh: -3; SKN-1 block: -3; MT1-MMP act inh: 2; FAS-TE inh: 16; MsrA inh: 2.8; NRP1-CendR mod: -7; Rin1-Abl PPI inh: 4; Neddylation inh: i; MsrA act: -10
[10] CCN(CC)CC(O)c1ccc(C2CCCC2)cc1 (stereo unspecified)
  E coli Lon inh: -3; SKN-1 block: 6; MT1-MMP act inh: 4; FAS-TE inh: -14; MsrA inh: 1.0; NRP1-CendR mod: 3; Rin1-Abl PPI inh: 1; Neddylation inh: i; MsrA act: -1

Screen by screen, as entered above.
E coli Lon inh for entries 19 to 26, in order: -6, 5, -8, 0, -5, -4, -8, -32

Quoted at random: 3 compounds from above
Sequence of screens – E coli Lon inh, SKN-1 block, MT1-MMP act inh, FAS-TE inh, MsrA inh, NRP1-CendR mod, Rin1-Abl PPI inh, Neddylation inh, MsrA act
(22) COc1ccc2c(c1)C(c1ccc(N(CCCl)CCCl)cc1)=NCC2
 : 0, 3, -3, 26, 0.5, -14, -13, i, 1
(30) Cn1cc(C(=O)NP(=O)(N2CCOCC2)N2CCOCC2)c2ccccc21
 : -6, 9, 2, -7, -0.1, 0, 3, i, -1
(20) CCOC(=O)[C@]12Cc3cc(C)ccc3[C@H]1N(C1CCCCC1)C(=O)c1cc(OC)ccc12
 : 5, 5, -25, 85*, 0.7, 1, /, i, -1

More compounds:
Sequence of screens – E coli Lon inh, SKN-1 block, MT1-MMP act inh, FAS-TE inh, MsrA inh, NRP1-CendR mod, Rin1-Abl PPI inh, Neddylation inh, MsrA act
(31) Cc1c(C(=O)N2CCC3(CC2)OCCO3)oc2ccc(S(=O)(=O)N3CCCCC3)cc12
 : 0, 14, -6, -11, -0.2, 1, -3, i, -2
(32) C=CCn1c(=O)c(C=Nc2cccnc2Cl)c(O)n(CCCC)c1=O
 : -67, -2, -86, 15, -0.8, -22, 2, i, -3
(33) O=S(=O)(c1cc(Cl)cc(Cl)c1)N1Cc2cc(-c3ccccc3)ccc2-n2nncc2C1
 : -1, 25, 0, 86*, 0.8, 23*, 3, i, 1
(34) C=CCn1cc(C=C2C(=O)N(C)C(=O)N(C)C2=O)c2ccccc21
 : -30, 8, -9, -6, -0.7, -15, -1, i, -2
(35) C[C@]12CCC3C(CC[C@H]4C[C@@H](O)CC[C@]34C)C1C[C@H](Br)[C@@H]2O (stereo partly specified)
 : -2, 18, 9, -1, 0.0, 1, 5, i, -1
(36) CN(C)C(=O)Oc1cccc(NC(=O)c2ccccc2C(F)(F)F)c1
 : -10, 4, -1, -3, -0.4, 10, 3, i, -4
(37) CCCCc1nc2ccccc2c(=O)n1-c1ccc(O)cc1
 : 3, -5, 5, -3, 1.0, -3, -1, i, 0
(38) Cc1ccccc1-[n+]1c(-c2ccccc2)cc(-c2ccccc2)cc1-c1ccccc1
 : -1, -3, 3, -15, 1.7, 11, -2, i, -5
(39) CN1CCc2c(c(N3CCCCC3)nc3n[nH]c(N)c23)C1
 : 6, -3, -1, -6, 1.7, 12, -5, i, -2
(40) CC(=NC(C)c1ccccc1)c1c(O)[nH]c(=O)[nH]c1=O (stereo unspecified)
 : -3, 5, 6, -7, -2.2, -1, 1, i, 1
(41) Cc1ccc(-n2c(O)c(C=NCCN(C)C)c(=O)[nH]c2=O)cc1
 : 0, 6, -5, -1, 0.5, 2, 1, i, 0
(42) O=c1[nH]cnc2nc(-c3ccc(N(CCCl)CCCl)cc3)[nH]c12
 : -5, 13, 2, -1, 5.1*, 10, 0, /, -3
(43) COc1ccc(CCNCc2ccc(Br)cc2)cc1OC
 : -2, 3, 2, 0, 0.9, 1, 3, i, -2
(44) O=C(Cc1ccc(Br)cc1)N1CCN(Cc2ccccc2)CC1
 : -3, -15, 3, 0, -0.6, 2, 2, i, -11
(45) CC(=O)O[C@H]1CCC2C3CC[C@H]4[C@@H](O)[C@H](O)CC[C@]4(C)C3CC[C@@]21C (stereo partly specified)
 : -39, 2, -2, -2, 0.0, -8, 2, i, -1
(46) C=CCn1c(O)c(C=NCCN(C)C)c(=O)[nH]c1=O
 : -51, 4, -3, -6, 1.0, -41, 3, i, -10
(47) OCCOCCO
 : -6, -3, 0, -6, 0.1, -7, -1, i, -5
(48) Nc1ncn[nH]1
 : -7, 9, -1, -3, -0.7, 5, 3, i, -2

A second format for two compounds above:
#	compound	E coli Lon inh	SKN-1 block	MT1-MMP act inh	FAS-TE inh	MsrA inh	NRP1-CendR mod	Rin1-Abl PPI inh	Neddylation inh	MsrA act
41	Cc1ccc(-n2c(O)c(C=NCCN(C)C)c(=O)[nH]c2=O)cc1	0	6	-5	-1	0.5	2	1	i	0
42	O=c1[nH]cnc2nc(-c3ccc(N(CCCl)CCCl)cc3)[nH]c12	-5	13	2	-1	5.1*	10	0	/	-3
